Bioassay records: PubChem BioAssay, National Center for Advancing Translational Sciences (NCATS)
AmpC detergent = inhibitors of E. coli AmpC beta-lactamase with detergent; AmpC hydrolysis of nitrocefin, absorbance 480 nm, 0.01% Triton; 0.041% of 370,000 active; P00811; Potency, µM (highest dose often 114 µM), inactives show at the highest dose activity change, negative = inhibition, hits mostly inhibitors;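 also: potency is read from the fitted curve at half-maximal effect; 0% = no-compound wells and -100% = no-enzyme wells; nearly all actives have a fitted effect of over 25% in size; some results filed as inactive show a strong effect at the top dose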
Target sequence (P00811 whole entry, looked up): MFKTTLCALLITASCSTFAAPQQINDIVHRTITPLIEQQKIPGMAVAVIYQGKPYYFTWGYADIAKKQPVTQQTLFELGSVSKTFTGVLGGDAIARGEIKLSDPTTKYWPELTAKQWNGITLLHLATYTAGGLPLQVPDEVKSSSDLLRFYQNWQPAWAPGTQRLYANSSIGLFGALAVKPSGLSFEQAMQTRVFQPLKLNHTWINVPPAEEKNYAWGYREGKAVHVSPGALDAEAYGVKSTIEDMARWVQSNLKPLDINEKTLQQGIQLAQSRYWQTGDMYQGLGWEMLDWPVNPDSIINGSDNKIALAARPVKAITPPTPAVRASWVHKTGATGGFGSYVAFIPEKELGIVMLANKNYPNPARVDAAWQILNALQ
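AmpC (5.3 nM in the dispensed reagent) in 20 mM phosphate pH 7.0 with 0.01% (detergent screen) or 0.0001% Triton X-100 was preincubated with compounds for 15 min at room temperature. Nitrocefin was then added from an 800 uM solution, and hydrolysis was followed at 480 nm.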
AMA1 RON2 block = AMA1-RON2 (P. falciparum) interaction inhibition; AlphaScreen AMA1-biotinylated RON2 peptide binding; Potency, µM (titrated, usually from 58.2 µM), for inactives: top-dose activity change, negative = inhibition, actives largely listed as inhibitors; 0.2% of 360,000 active;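 also: potency is read from the fitted curve at half-maximal effect; 0% = vehicle wells and -100% = peptide control; nearly all actives have a fitted effect of over 45% in size; some results filed as inactive show a strong effect at the top dose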
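AMA1 (3D7) with his tag at 25 nM final met compounds first, then biotinylated RON2 peptide at 25 nM; detection used donor plus acceptor beads, 10 µg/mL apiece, read by AlphaScreen after 30 min at room temperature.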
HCMV inh = inhibitors of human cytomegalovirus; AID 1259415; HFF cells, HCMV-luciferase reporter, 72 h; stronger effect = lower value; activity change, negative = inhibition, % at 57.5 µM; 4.5% of 410,000 active; in the data active = activity change below about -60%; inconclusive = no clear call, values can overlap the other calls; inactive = above about -39%
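Cell-based, HFFs, 1000 cells/well, 16 h 37C; cpds in DMSO + HCMV-luc, MOI 1 PFU/cell; 72 h 37C; OneGlo luminescence after 5 min RT; norm. to buffer vs Salinomycin 10uM.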
FBPA Giardia inh = blocks Giardia fructose-bisphosphate aldolase activity; A8B2U2; purified Giardia FBPA; Potency, µM (series often up to 59.6 µM), inactives show at the top dose activity, negative = inhibition, hits mostly inhibitors; 0.71% of 290,000 active; also: potency is read from the fitted curve at half-maximal effect; nearly all actives have a fitted effect of over 55% in size
Target sequence (A8B2U2 whole entry, looked up): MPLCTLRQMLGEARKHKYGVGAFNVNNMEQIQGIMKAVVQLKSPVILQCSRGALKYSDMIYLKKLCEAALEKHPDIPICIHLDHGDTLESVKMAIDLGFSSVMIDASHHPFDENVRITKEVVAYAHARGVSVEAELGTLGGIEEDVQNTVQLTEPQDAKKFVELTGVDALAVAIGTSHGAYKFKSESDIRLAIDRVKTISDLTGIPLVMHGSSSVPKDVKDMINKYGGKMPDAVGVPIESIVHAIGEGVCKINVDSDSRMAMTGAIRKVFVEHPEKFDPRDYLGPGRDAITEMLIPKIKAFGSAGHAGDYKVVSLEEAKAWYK
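Giardia FBPA (40 nM reagent) was preincubated 10 min at RT with compound (up to 57.5 uM final), then substrate plus GAPDH/TPI/NAD/arsenate coupling system with diaphorase/resazurin was added; resorufin fluorescence (525/598 nm) was read after 20 min.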
HCV inhibitor = HCV inhibition; Potency, µM (titrated, usually from 41.8 µM), for inactives: at the top dose activity change, negative = inhibition, usual class: inhibitors; 3.4% of 340,000 active; Huh7.5.1 HCVcc-Cre infection, luciferase reporter, 44 h; also: potency is read from the fitted curve at half-maximal effect
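After 44 h co-culture of compound, cells and HCVcc-Cre (~0.5 moi), substrate is added for 15 min at room temperature and luciferase measured over 15 sec. Cells were seeded at 1,000/well and pre-cultured 4 h.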
Sm TGR block = inhibitors of Schistosoma mansoni thioredoxin glutathione reductase | 3% of 360,000 active | Q962Y6 | AID 485364 | Potency, µM (doses to about 114 µM), without a hit: top-dose activity change, negative = inhibition, most hits filed as inhibitors | purified TGR, DTNB reduction, TNB absorbance 405 nm; also: potency is read from the fitted curve at half-maximal effect; nearly all actives have a fitted effect of over 60% in size
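Kinetic colorimetric format: TGR-catalysed, NADPH-driven DTNB reduction monitored via TNB absorbance. Enzyme dispensed at 20 nM; compound exposure 15 min at room temperature before reaction start.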
Active calls of the source: *; ? = inconclusive; nt = no result given; & = joins results of further samples; [ ] = dose if it differs, or a comment. Unless noted, calls follow the shape of the dose curve; as a rule, active = well fitted curve in the direction sought with a large enough effect; inconclusive = small, poorly fitted or top-dose-only effect, or another doubt; inactive = no such curve, though single readings can be large; an effect the other way counts as inactive or inconclusive. Unless noted, % is scaled to controls: 0 for no effect and ±100 for the full control effect.

mol	AmpC detergent	AMA1 RON2 block	HCMV inh	FBPA Giardia inh	HCV inhibitor	Sm TGR block
O=C(NN=C1CCCCC1)c1cc(-c2ccccc2)n[nH]1	-6%	26%	43	8%	10%	-15%
S=C(NCc1ccncc1)NC1CCCC1	?	-3%	?	-6%	-6%	?
O=C(Cc1ccccc1)Oc1coc(CSc2ncccn2)cc1=O	-2%	4%	2	-5%	0%	-8%
CC1CN(C(=O)COC(=O)c2ccc(N(C)C)cc2)CC(C)O1 (stereo unspecified)	-6%	-4%	6	1%	10%	-8%
Cn1c(=O)[nH]c(=O)c2c1nc(NCc1ccco1)n2Cc1ccccc1Cl	8%	-1%	-13	4%	11%	9%
Cc1ccccc1CSCCNC(=O)COc1ccc(Cl)cc1	-8%	-1%	-20	3%	0%	-10%
CC(=O)c1ccc(N2C(=NC(=O)COc3ccccc3)SC3CS(=O)(=O)CC32)cc1 (stereo unspecified)	1%	12%	4	nt	-2%	5%
COc1ccc(N(CC(=O)N2CCCC2)S(C)(=O)=O)cc1	-1%	16%	-11	10%	19%	-8%
CC1(C)NC(=O)N(CC(=O)OCc2cc(=O)n3cc(Br)ccc3n2)C1=O	0%	-13%	28	4%	20%	7%
Cc1ccc(C)c(-n2cc(CN3CCNC(=O)CC3)c(-c3ccccc3)n2)c1	2%	10%	-39	10%	-15%	0%[57.1 µM]
Cc1oc(-c2cccs2)nc1CN1CCN(Cc2ccc(F)c(F)c2)C(CCO)C1 (stereo unspecified)	12%	-2%	-16	0%	5%	-29%
Cc1cc(C(=O)O)ccc1-n1c(C)cc(/C=C(/C#N)C(=O)Nc2ccccc2)c1C	2%	0%	-7	-17%	-7%	-31%
CCOC(=O)C1CCN(C(=O)Nc2cccc(OC)c2)CC1	4%	-18%	5	1%	-8%	-3%
COC(=O)[C@H](Cc1ccc(O)cc1)NCCCn1cnc(C(=O)Nc2ccc(C)c(C)c2)n1	nt	3%	-15	nt	5%	nt
COc1ccc(NS(=O)(=O)c2cc(NC(=O)[C@@H](NC(=O)c3ccccc3)C(C)C)ccc2C)cc1	5%	-1%	-87*	-10%	?	1%
Cc1ccc(C)c(NS(=O)(=O)c2ccc3c(c2)Cc2cc(S(=O)(=O)Nc4cc(C)ccc4C)ccc2-3)c1	-9%	20%	?	0%	-7%	-1%
O=C(NCCc1ccc(Cl)cc1)c1ccc2c(c1)N(Cc1cccc(Cl)c1)C(=O)c1ccccc1S2(=O)=O	11%	nt	-35	nt	nt	0%
CCOC(=O)c1sc(N=NC2=C(O)CCCC2=O)c(C(=O)OCC)c1C	-4%	?	-39	-17%	-14%	-16%
CC(=O)Nc1ccc(N/C=C(\C=O)c2nc3ccccc3o2)cc1	6%	-12%	41	-7%	15%	3%
CCCN(C(=O)c1cc(-c2ccco2)nc2ccccc12)c1c(N)n(Cc2ccccc2)c(=O)[nH]c1=O	?	-13%	-17	nt	-5%	8.9µM*
C/C(=N\NC(=S)NCc1ccccc1)c1ccc2ccccc2c1OC(F)F	2%	46%[activator]	0	-5%	13µM*	2%
CCOc1ccc(/C=N/n2c(-c3ccccc3)n[nH]c2=S)cc1	-2%	75%[activator]	?	25%	-4%	-2%
CN(C)S(=O)(=O)c1ccc(C(=O)N2CCN(C(=O)C3CCCO3)CC2)cc1 (stereo unspecified)	7%	7%	102	nt	5%	?
O=C(C1CCN(Cc2nc(-c3ccc(Cl)cc3)no2)CC1)N1CCOCC1	0%	-10%	-8	4%	-12%	-7%
CCC(C)c1ccc(NC(=O)N2CCN(C(=O)C3CCCO3)CC2)cc1 (stereo unspecified)	2%	13%	14	-17%	nt	0%
O=C(NCC(c1cccs1)N1CCOCC1)c1ccccc1NS(=O)(=O)c1cc([N+](=O)[O-])ccc1Cl (stereo unspecified)	-1%	-6%	0	-10%	6%	-4%
CCOC(=O)c1c(NC(=O)CN2C(=O)N(C)C3(CCCCC3)C2=O)sc(C(=O)N(C)C)c1C	nt	10%	114	nt	-22%	nt
CCCN(CCC)c1cc(C)nc2nc(-c3ccc(Cl)cc3)nn12	18%	nt	6	nt	nt	33%
Cc1ccc(NC(=O)/C=C/c2ccc3c(c2)OCO3)cc1S(=O)(=O)N1CCOCC1	-5%	4%	?	-3%	?	3%
O=C1Nc2ccccc2OC1CC(=O)N1CCCC1 (stereo unspecified)	6%	2%	-25	0%	8%	-1%
CCC(C(=O)NC1CCCC1)N(C(=O)Cn1nnc(-c2ccc(C)o2)n1)c1cccc(OC)c1 (stereo unspecified)	?	-4%	-33	6%	3%	4%
COc1ccccc1CNC(=O)CSc1ccc(C)cc1	-4%	0%	-20	-2%	17%	6%
CCC(C)Cn1cnc2c(Sc3c([N+](=O)[O-])ncn3C)nc(N)nc21 (stereo unspecified)	nt	-1%	-34	nt	-27%	nt
O=S(=O)(c1cc(C(F)(F)F)ccc1Cl)N1CCCCCC1	7%	37%[activator]	-29	-9%	6%	2%
CCOC(=O)c1ccc(NC(=S)N(CCCN2CCCC2)Cc2cccs2)cc1	?	-21%	-26	1%	?	21%
COc1ccc(CNn2cnnc2)c(O)c1	-11%	-1%	-2	2%	7%	2%
COc1ccc(CN2C(=O)c3cccnc3C2Nc2cc(Cl)c(OC)cc2OC)cc1 (stereo unspecified)	?	-30%	0	-9%	?	1%
Cc1ccc([C@@H]2CC=C(C(=O)O)[C@H](c3cccc(Cl)c3)N2S(=O)(=O)c2ccccc2C)cc1	nt	0%	-12	nt	57%[activator]	nt
O=c1oc2ccccc2n1CCCCCn1c(=O)oc2ccccc21	-1%	-7%	16	4%	5%	3%
O=C(Nc1ccc(C(F)(F)F)cc1)C1CCN(S(=O)(=O)c2ccc(N3CCCC3=O)cc2)CC1	-6%	-12%	0	18%	?	-11%
COc1cccc(/C=N/NC(=O)C(C)n2nnc3ccccc32)c1 (stereo unspecified)	-4%	52%[activator]	53	-3%	10%	1%
Cc1noc(C)c1COC(=O)c1cc(=O)[nH]c2ccccc12	?	0%	?	4%	-1%	8%
Cc1ccc(CN2CCN(Cc3cccn3-c3ccc(Cl)cn3)CC2CCO)o1 (stereo unspecified)	6%	-25%	17	-4%	18%	?
CCOC(=O)N1CCN(c2ccc(C(=O)c3ccccc3)cc2F)CC1	-14%	-10%	6	0%	?	20%
Cc1ccc(C)c(OC(=O)CSc2nnc(-c3cccs3)o2)c1	5%	nt	-8	nt	nt	1%
COC(=O)c1cc2oc3ccccc3c2n1CC(=O)Nc1cccc(SC)c1	7%	nt	?	nt	nt	-2%
COc1ccc(-c2noc(N3CCC(C(=O)N4CCN(c5cccc(OC)c5)CC4)CC3)n2)cc1	0%	nt	-84*	nt	nt	-2%
O=C(/C=C/c1c(Cl)cccc1Cl)N1CCOCC1	?	13%	24	-5%	10%	-19%
NC(=O)C1CCCN(C(=S)Nc2ccccc2)C1 (stereo unspecified)	-11%	-18%	65	-9%	31%[activator]	-7%
N#CCCN1CCCN(CCC#N)CCN(CCC#N)CCCN(CCC#N)CC1	-1%	70%[activator]	-4	?	13%	?
CC1CCC2C(=O)N(c3cc(Cl)ccc3OC(=O)c3ccco3)C(=O)C2C1 (stereo unspecified)	?	-3%	-37	-3%	?	1%
CC1CN(C(=O)C(Sc2ccccc2)c2ccccc2)CC(C)O1 (stereo unspecified)	?	12%[11.6 µM]	8	1%	-7%	-3%
CCOC(=O)c1ccccc1NC(=O)Cn1ncc2c1-c1ccccc1OC2	18%	nt	15	nt	nt	4%
Cc1ccc(-c2nc3nc(C)cc(C)n3c2Nc2ccc3c(c2)OCCO3)cc1	-6%	nt	50	nt	nt	9%
Nn1c(SCC(=O)N2CCOCC2)nnc1C1CC1	0%	-5%	17	3%	17%	6%
Cc1cc(C)cc(NC(=O)CSc2nnc(Cc3cccn3C)n2-c2ccc(F)cc2)c1	-12%	-6%	19	5%	-3%&-15%	?
CCOc1ccc2nc(COC(=O)c3cccc([N+](=O)[O-])c3)c(C(C)=O)[n+]([O-])c2c1	-13%	-13%	15	3%	29%	-19%
CCC1(C)Cc2c(sc3nnn(CC(=O)Nc4cccc5ccccc45)c(=O)c23)CO1 (stereo unspecified)	-12%	5%	-15	0%	?	7%
COc1cc2nc(COc3ccc(C#N)cc3)n(CC#N)c(=O)c2cc1OC	-14%	-6%	-35	-9%	?	9%
CC(C)COc1ccc(C(=S)N2CCCC2)cc1	nt	-15%	?	nt	-10%	nt

Part of the list above in order of SMILES length, ascending.
mol	AmpC detergent	AMA1 RON2 block	HCMV inh	FBPA Giardia inh	HCV inhibitor	Sm TGR block
N#CCCN1CCCN(CCC#N)CCN(CCC#N)CCCN(CCC#N)CC1	-1%	70%[activator]	-4	?	13%	?
Cc1ccc(-c2nc3nc(C)cc(C)n3c2Nc2ccc3c(c2)OCCO3)cc1	-6%	nt	50	nt	nt	9%
CCOc1ccc2nc(COC(=O)c3cccc([N+](=O)[O-])c3)c(C(C)=O)[n+]([O-])c2c1	-13%	-13%	15	3%	29%	-19%

(list continues)
mol	AmpC detergent	AMA1 RON2 block	HCMV inh	FBPA Giardia inh	HCV inhibitor	Sm TGR block
COc1cc(C(CCN2CCCC2)c2c(OC)cc(OC)c3c(-c4ccccc4)cc(=O)oc23)cc(OC)c1OC (stereo unspecified)	2%	-10%	70	-4%&5%	-21%	-2%
COc1cc(-c2nc(-c3ccc(C)nc3OC)no2)cc(OC)c1OC	-1%	nt	nt	0%	?	3%
CCOC(=O)N1CCC(N2CCN(Cc3ccc(F)c(F)c3)C(CCO)C2)CC1 (stereo unspecified)	-1%	-2%	17	0%	14%	-4%[57.1 µM]
O=c1[nH]c(=S)[nH]c(O)c1/C=N/N1CCOCC1	-7%	22%	8	-8%	-4%	8%
O=C1/C(=C\c2ccncc2)CCc2ccccc21	-4%	-5%	-30	nt	?	-27%
O=C(CN1C(=O)NC2(CCCc3ccccc32)C1=O)c1ccc(F)c(F)c1 (stereo unspecified)	nt	0%	-13	nt	-1%	nt
Cc1cccc(Cn2c(C(=O)OC(C)C)cc3c2ccn3C)c1	-13%	-23%	24	?	-14%	5%
Cc1ccccc1CC1(CO)CCCN(C(=O)CCCN2CCCCC2=O)C1 (stereo unspecified)	-8%	-4%	-26	-2%	1%	-5%
O=C(NCc1ccc(C(F)(F)F)cc1)C1CC(c2ccc(C(F)(F)F)cc2)=NO1 (stereo unspecified)	nt	4%	3	nt	4%	nt
